Screening data from PubChem BioAssay.
XBP1 UPR activ: adaptive UPR (XBP1) activation; activation, % at 20 µM; AID 463104; 330,000 tested, 0.33% active; CHO-XBP1 luciferase reporter, IRE1-XBP1 UPR activation, luminescence; percent of tunicamycin response, DMSO as zero;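 active means versus positive control, 20 µM dose yields 30% or more activation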;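 further: 100% = tunicamycin at 10 µg/mL and 0% = DMSO only wells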
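Assay system: CHO-XBP1 luciferase reporter cells; Schedule: 6 h treatment, 37 °C; Detection: glow luminescence from Steady-Glo reagent; Benchmarks: high control tunicamycin 10 µg/mL final, low control DMSO vehicle only.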
tim23-1 inh: growth inhibitors of tim23-1 mutant yeast; S. cerevisiae tim23-1 growth, BacTiter-Glo luminescence, 24 h; 330,000 tested, 1.3% active; inhibition, % at 20 µM;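 active means growth inhibition of the mutant yeast at or above 50%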;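 further: temperature-sensitive mutant grown at 25 °C; plate controls were DMSO-treated mutant yeast for no effect and medium wells lacking yeast for full effect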
APJ agonist: APJ receptor agonism | CHO-K1 APJ PathHunter beta-arrestin, luminescence; 0% DMSO wells, 100% apelin | activation, % at 20 µM | P35414 | 330,000 tested, 0.11% active;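 active means activation more than six SD over the plate average, tested at 20 µM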;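 further: 0% = DMSO alone and 100% = apelin-13 at 10 nM; some results filed as inactive read as strong as hits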
Target sequence (P35414 whole entry, looked up): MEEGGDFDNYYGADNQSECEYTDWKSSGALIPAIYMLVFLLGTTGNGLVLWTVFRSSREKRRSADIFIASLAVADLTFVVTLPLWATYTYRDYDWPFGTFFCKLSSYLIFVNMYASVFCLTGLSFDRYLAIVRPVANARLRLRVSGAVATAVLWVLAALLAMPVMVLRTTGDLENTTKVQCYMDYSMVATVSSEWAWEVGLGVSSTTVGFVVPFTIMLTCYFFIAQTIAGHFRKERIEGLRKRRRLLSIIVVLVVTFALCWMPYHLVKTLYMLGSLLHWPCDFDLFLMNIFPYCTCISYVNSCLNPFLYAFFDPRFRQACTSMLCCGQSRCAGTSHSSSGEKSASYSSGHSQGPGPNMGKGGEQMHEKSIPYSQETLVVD
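Assay system: engineered CHO-K1 APJ arrestin reporter cells; Amount: 1000 CHO-K1 reporter cells seeded per well; Dosing: one dose, 20 µM compound, 1% DMSO; Times: compound stimulation 90 min at 25 °C, detection 60 min; Measured by: luminescent beta-gal fragment complementation, chemiluminescent substrate; Read-out: APJ–arrestin association signal; Controls: DMSO vs Apelin-13 10 nM.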
CXCR6 inh: CXCR6 (human) receptor inhibition. O00574. CHO-K1 PathHunter CXCR6 beta-arrestin, luminescence. inhibition, % at 20 µM. 360,000 tested, 0.36% active; in the data active means inhibition above about 34%, passing the limit was not always enough;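 further: antagonist mode with CXCL16 agonist at 10 nM final; 0% = 10 nM CXCL16 with DMSO and 100% = unstimulated wells without agonist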
CCR6 antag: blocks CCL20-driven beta-arrestin recruitment at human CCR6 | P51684 | CHO-K1 CCR6 PathHunter beta-arrestin, luminescence, CCL20-stimulated | inhibition, % at 20 µM | 340,000 tested, 0.49% active | AID 493098;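 active means compounds whose inhibition of the agonist-driven luminescence signal at 20 µM reaches about 50%, limit read from the data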;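 further: cells stimulated with CCL20 at 14 nM final; plate controls were DMSO with CCL20 for no effect and DMSO without agonist for full effect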
Target sequence (P51684 whole entry, looked up): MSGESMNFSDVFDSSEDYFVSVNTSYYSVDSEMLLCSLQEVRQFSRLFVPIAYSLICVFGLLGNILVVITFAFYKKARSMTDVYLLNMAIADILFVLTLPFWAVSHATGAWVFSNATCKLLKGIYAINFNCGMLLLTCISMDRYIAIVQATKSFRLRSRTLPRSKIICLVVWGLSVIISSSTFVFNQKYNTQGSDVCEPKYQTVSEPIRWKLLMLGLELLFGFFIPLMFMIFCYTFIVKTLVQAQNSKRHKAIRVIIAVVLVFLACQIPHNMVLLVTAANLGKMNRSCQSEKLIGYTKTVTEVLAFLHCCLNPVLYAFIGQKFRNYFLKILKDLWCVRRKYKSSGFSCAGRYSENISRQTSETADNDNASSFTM
APJ antag: antagonists of human APJ apelin receptor. P35414. CHO-K1 APJ beta-arrestin complementation, luminescence. inhibition, % at 20 µM. 330,000 tested, 0.32% active. AID 2521;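 active means inhibition above about 40% at 20 µM, limit read from the data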;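 further: cells challenged with 10 nM apelin-13 agonist together with compound; plate controls were apelin-13 plus DMSO wells for no effect and DMSO wells lacking apelin-13 for full effect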
EBI2 antag: EBI2 (human) antagonism. P32249. EBI2 beta-arrestin recruitment, luminescence, 7a,25-OHC stimulated. inhibition, % at 5 µM. 360,000 tested, 0.81% active; in the data active means inhibition above about 38%;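 further: enzyme fragment complementation signal reports receptor beta-arrestin coupling in cells; 0% = agonist plus DMSO wells and 100% = wells without agonist; some results beyond the cut were filed as inactive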
CHOP UPR activ: apoptotic UPR (CHOP) activation. CHO-CHOP luciferase reporter, luminescence; percent of tunicamycin response over DMSO baseline. 330,000 tested, 0.34% active. activation, % at 10 µM;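 active means at 10 µM dose, activation of 40% or more, normalized to positive control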;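 further: 100% = tunicamycin at 10 µg/mL and 0% = DMSO alone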
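Test system: CHO CHOP reporter cells. Input: 500 CHO-CHOP cells per well. Medium: F12 with 10% FBS. Technique: luciferase luminescence. Measure: percent activation relative to tunicamycin control. Dosing: 10 µM compound, 0.5% DMSO. Timing: 16-18 h cell attachment, then 6 h compound exposure, 37 °C.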
Mdm2 MdmX PPI: disrupts the human Mdm2-MdmX interaction | O15151+Q00987 | SaOS-2 split-luciferase Mdm2/MdmX complementation, luminescence | inhibition, % at 8 µM | 330,000 tested, 3% active;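 active means inhibition of at least 50% at 8 µM in the primary screen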
Numbers without * were called inactive; nt = not tested or not shown. Only part of the results is shown. The share of hits here may be higher or lower than overall.

Fields – XBP1 UPR activ	tim23-1 inh	APJ agonist	CXCR6 inh	CCR6 antag	APJ antag	EBI2 antag	CHOP UPR activ	Mdm2 MdmX PPI
1. CCS(=O)CCSc1nc2ccccc2s1 (configuration not stated)
 : -4	15	4	-6	6	1	4	-4.2	12
2. CN(C)/C=N/c1ncc(C(=O)c2ccc(-c3ccccc3)cc2)s1
 : 1	31	-1	8	-2	-2	35	2.6	24
3. COc1ccc(OCC(=O)NCCCn2ccnc2)cc1
 : -2	-5	-3	2	-3	-9	-9	-2.4	19
4. OCc1ccccc1OCCCOc1cccc2cccnc12
 : -1	15	-1	-2	15	4	-6	16	1
5. Cc1cc(OCc2ccccc2)ccc1/C(O)=C1/C(=O)C(=O)N(Cc2cccnc2)C1c1ccncc1 (configuration not stated)
 : -2	11	-5	-8	-4	23	-9	-0.8	12
6. Cc1ccc(S(=O)(=O)N2CCOCC2)cc1NC(=O)CSc1nnc2n1CCCCC2
 : 1	9	-3	1	8	-7	-6	-0.1	-39
7. O=C(Nc1ccc(Cl)cc1)Nc1ccc(S(=O)(=O)Nc2ncccn2)cc1
 : -2	-1	-4	-4	-2	4	3	1.1	15
8. COc1ccc(Nc2nc(-c3c[nH]c4ccccc34)cs2)cc1
 : 6	36	1	-1	22	5	9	4.1	-77
9. CC(=O)Nc1cc2cc(NS(=O)(=O)c3ccc(C)cc3)ccc2oc1=O
 : 10	-14	1	-2	7	23	-1	0.0	40
10. Cc1ccc(-n2[nH]c(C)c(CCC#N)c2=O)cc1
 : -3	9	-4	2	2	2	-5	0.2	4
11. COC1OC(CO)C(O)C(O)C1O (configuration not stated)
 : -4	6	-5	-1	2	1	-12	0.6	5
12. O=C(CCC(=O)NNC(=O)Cc1ccccc1)NCc1ccccc1
 : 1	-3	-5	-14	10	11	-3	-0.8	15
13. C=C(C)Cn1cnc2cc(C)c(C)cc21
 : -2	-1	-4	4	-7	1	-3	-1.9	-9
14. CC(=O)NNC(=O)c1csc(Cc2c(Cl)sc3ccc(Cl)cc23)n1
 : 0	16	1	12	12	2	2	1.1	45
15. O=C1c2cccc3cccc(c23)C(=O)N1OS(=O)(=O)c1ccc(Cl)cc1
 : -5	8	-3	-13	2	2	-11	-4.0	-6

(continued)
Fields – XBP1 UPR activ	tim23-1 inh	APJ agonist	CXCR6 inh	CCR6 antag	APJ antag	EBI2 antag	CHOP UPR activ	Mdm2 MdmX PPI
16. Cn1c(CCN2CCCCC2)nc2cc(NS(=O)(=O)c3ccc(F)cc3)ccc21
 : -2	4	-4	-6	9	2	-26	-0.1	1
17. COc1ccc(CCNC(=O)CCCOc2cccc(C)c2C)cc1OC
 : -1	26	0	4	-2	16	8	0.9	14
18. COc1ccccc1/C=C/C(=O)Nc1cccnc1Cl
 : 0	17	-4	6	1	-4	-11	4.9	-17
19. CN(C)c1ccnc2sc(C(=O)c3ccc(Br)cc3)c(N)c12
 : 5	33	-5	6	11	12	18	4.5	-16
20. CC(CCc1ccco1)NC(=O)CCc1nnc2ccc(NCc3ccc(Cl)cc3)nn12 (configuration not stated)
 : -1	13	10	-1	12	-11	10	1.1	19
21. COc1cccc(C(=O)Nc2nnc(-c3cccs3)o2)c1
 : 3	1	-1	14	12	-5	2	3.2	22
22. CCCCc1cc(=O)oc2cc(C)cc(OC(C)C(=O)NCc3cccnc3)c12 (configuration not stated)
 : -2	0	6	0	-4	-1	13	0.4	28
23. O=C(OCc1ccc(Cl)cc1)c1cccnc1Cl
 : 0	-19	-2	-5	-1	-23	-11	3.0	8
24. CCN1CCN(c2ccc(S(=O)(=O)N3CCOCC3)cc2NC(=O)c2ccc(C)c(C)c2)CC1
 : 1	10	-3	3	8	1	1	1.0	18
25. CCN(CC)CC(=O)Nc1sc(C)cc1C(=O)c1ccc(C)cc1
 : -3	40	-1	13	37	-6	-25	2.6	2
26. O=C(O)c1cccc(C(=O)O)c1Br
 : 0	13	8	-3	-1	-8	-12	-0.5	16
27. COc1ccc(N2C(=O)CC(NCc3cccs3)C2=O)cc1 (configuration not stated)
 : 1	55*	5	1	-6	9	1	-1.2	-5
28. CCNC(=O)/C(C#N)=C/c1c(N2CCN(c3ccc(OC)cc3)CC2)nc2c(C)cccn2c1=O
 : -2	30	-1	9	7	3	19	0.4	13
29. CCOC(=O)C1=CN(Cc2ccc(Br)cc2)S(=O)(=O)NC1C (configuration not stated)
 : 2	48	nt	2	15	nt	-1	3.1	12
30. CCOC(=O)c1cc(C(=O)c2ccccc2O)cn2c(=O)c3c(C)c(C)sc3nc12
 : 1	-16	-8	nt	nt	18	nt	0.9	2

2 compounds from above, limited to APJ agonist, APJ antag and Mdm2 MdmX PPI.
entry	mol	APJ agonist	APJ antag	Mdm2 MdmX PPI
23	O=C(OCc1ccc(Cl)cc1)c1cccnc1Cl	-2	-23	8
26	O=C(O)c1cccc(C(=O)O)c1Br	8	-8	16

(next part)
Fields – XBP1 UPR activ	tim23-1 inh	APJ agonist	CXCR6 inh	CCR6 antag	APJ antag	EBI2 antag	CHOP UPR activ	Mdm2 MdmX PPI
31. Cn1c(=O)c(=O)n(C)c2cc(N3CCOCC3)c(NS(=O)(=O)c3ccc(F)c(Cl)c3)cc21
 : -2	1	-3	4	-2	0	-6	-0.9	8
32. CC(=O)Nc1ccc(S(=O)(=O)NCC2CCC(C(=O)N3CCCCCC3)CC2)cc1 (configuration not stated)
 : -4	9	-3	-1	8	7	-5	0.3	-13
33. CC(=O)OC12CC3CC(C1)C(=NO)C(C3)C2
 : 1	13	-5	6	-7	5	-7	-1.1	9
34. CCOC(=O)N1CCN(C(=O)COc2ccc3oc4c(c3c2)CCCC4)CC1
 : -3	12	0	2	17	-50	-9	-0.1	24
35. COc1cc(CN2CCCC(C(=O)N3CCc4ccccc4C3)C2)cc(OC)c1OC (configuration not stated)
 : -1	13	-5	-5	12	-2	0	-1.3	23
36. CCN(CC)S(=O)(=O)c1ccc(OC)c(NC(=O)CCc2c(C)noc2C)c1
 : -1	-2	-2	7	8	-1	-4	-0.3	10
37. CC(=O)c1ccc(NC(=S)Nc2cccc(Cl)c2C)cc1
 : -5	4	-3	-7	10	10	6	2.0	8
38. CCOc1ccc(C2C3=C(CCCC3=O)OC(N)=C2[N+](=O)[O-])cc1 (configuration not stated)
 : 0	20	-2	1	5	10	-8	1.2	4
39. O=C(C1CCCCN1S(=O)(=O)c1ccccc1[N+](=O)[O-])N1CCCCC1 (configuration not stated)
 : 1	19	-3	6	15	-9	3	-1.6	4
40. COc1ccc(C2=NN(C(=O)CSc3nc(=O)n4ccc(C)cc4n3)C(c3ccc(C)cc3)C2)cc1 (configuration not stated)
 : -2	9	-6	10	15	8	16	2.4	24
41. O=C1C=C(N2CCOCC2)CO1
 : 3	13	-4	7	7	42*	-3	-2.0	-4
42. COC(=O)c1ccc(N2CCCCC2)c(N)c1
 : 2	-5	-1	-6	-8	-2	1	5.6	-43
43. COc1ccccc1C(=O)N=C1SC2CS(=O)(=O)CC2N1c1ccccc1 (configuration not stated)
 : -6	0	-2	8	8	8	-9	-0.5	-26
44. Cc1nnc(SCc2cc(=O)oc3ccc4ccccc4c23)n1Cc1ccccc1
 : -2	44	-1	5	25	6	-7	0.0	6
45. CC(C)CN1CCC(=O)N([C@H](CSc2ccccc2)Cc2ccccc2)CC1
 : -5	22	2	3	14	-8	16	-0.9	-13

Further entries
Fields – XBP1 UPR activ	tim23-1 inh	APJ agonist	CXCR6 inh	CCR6 antag	APJ antag	EBI2 antag	CHOP UPR activ	Mdm2 MdmX PPI
46. COc1ccc(C2CC(c3ccc(Br)cc3)=NN2C(=S)Nc2ccccc2)cc1 (configuration not stated)
 : 6	13	-4	11	12	2	13	4.0	2
47. O=C(NCc1cn2ccsc2n1)c1cccs1
 : -2	-2	-2	-11	4	-2	-8	-0.5	16
48. CCOc1ccc(Nc2oc(-c3ccc(Cl)cc3)nc2C#N)cc1
 : 4	13	5	-2	1	-11	9	4.6	3
49. CCOC(=O)c1cnc(SCC(=O)Nc2ccc(NC(=O)CC)c(OC)c2)nc1N
 : -1	5	-3	0	15	12	0	-1.7	-10
50. O=C(N[C@@H](Cc1ccc(O)cc1)C(=O)O)c1ccncc1
 : 0	3	3	1	-7	-60	-13	-0.7	24
51. COc1ccc(CCNC(=O)Cn2nnc(C(=O)Nc3ccc(Br)cc3)c2N)cc1OC
 : -2	7	-1	-11	2	-1	-4	5.6	21
52. COC(=O)c1ccccc1C(=O)c1ccc2c(c1)NC(=O)CO2
 : -2	3	-2	-8	10	5	-8	-0.7	10
53. O=C(CSc1nc2sc3c(c2c(=O)n1-c1ccccc1)CCCC3)NCc1ccco1
 : -1	-17	0	13	13	-18	5	-0.6	28
54. CCOC(=O)C1=CC[C@H]2c3c(c4ccccc4n3C)C(=O)C1N2C
 : 0	-8	-1	-12	0	6	-1	-0.6	-2
55. C=CCN1C(=O)[C@]2(c3ccccc31)C1CCCC=C1C(C#N)=C(N)C2(C#N)C#N (some centres not stated)
 : -2	-9	6	1	-3	-7	1	-0.2	16
56. COC(=O)C1=C(C)N(Cc2ccccc2)C(=NCc2ccc3c(c2)OCO3)N[C@H]1c1ccccc1
 : 0	15	-4	-3	-4	4	1	-0.6	56*
57. O=C(NNC(=O)C1CCN(S(=O)(=O)c2ccc(Cl)cc2)CC1)c1ccccc1
 : -1	1	0	-3	-4	12	1	2.9	-33
58. Cc1cc2c(C)nc3ccccc3c2o1
 : 1	5	2	6	-11	-5	-3	-1.2	6
59. CC(C)(C)CN1CCC(n2nccc2NC(=O)c2ccccc2Cl)CC1
 : -8	-6	0	-5	2	-12	-17	2.0	-15
60. CC1CC(C)CN(C(=O)c2ccc3c(c2NCCO)C(=O)c2ccccc2C3=O)C1 (configuration not stated)
 : 1	51*	12	13	20	-15	27	3.6	26
